# Assay outcomes as filed in PubChem BioAssay.
# Mdm2-MdmX inh: human Mdm2/MdmX binding inhibition; O15151+Q00987; SaOS-2 split-luciferase Mdm2/MdmX complementation, luminescence; inhibition, % at 8 µM; 330,000 tested, 3% active; AID 485346;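 active = inhibition of at least 50% at 8 µM in the primary screen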
# Target sequence (O15151 whole entry, looked up): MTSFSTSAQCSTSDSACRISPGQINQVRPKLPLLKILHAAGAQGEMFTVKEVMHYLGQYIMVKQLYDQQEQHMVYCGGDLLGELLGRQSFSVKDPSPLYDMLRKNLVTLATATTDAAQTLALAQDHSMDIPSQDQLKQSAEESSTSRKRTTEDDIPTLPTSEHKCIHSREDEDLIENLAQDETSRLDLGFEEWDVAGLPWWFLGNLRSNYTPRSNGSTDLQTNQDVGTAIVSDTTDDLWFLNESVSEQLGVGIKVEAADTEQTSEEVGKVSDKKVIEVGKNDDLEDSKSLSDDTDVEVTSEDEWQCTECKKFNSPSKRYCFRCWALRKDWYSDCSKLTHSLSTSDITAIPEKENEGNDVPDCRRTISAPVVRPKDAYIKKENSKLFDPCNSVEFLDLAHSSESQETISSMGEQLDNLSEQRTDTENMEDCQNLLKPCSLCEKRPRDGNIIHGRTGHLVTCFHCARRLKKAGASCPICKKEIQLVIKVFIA
# Target sequence (Q00987 whole entry, looked up): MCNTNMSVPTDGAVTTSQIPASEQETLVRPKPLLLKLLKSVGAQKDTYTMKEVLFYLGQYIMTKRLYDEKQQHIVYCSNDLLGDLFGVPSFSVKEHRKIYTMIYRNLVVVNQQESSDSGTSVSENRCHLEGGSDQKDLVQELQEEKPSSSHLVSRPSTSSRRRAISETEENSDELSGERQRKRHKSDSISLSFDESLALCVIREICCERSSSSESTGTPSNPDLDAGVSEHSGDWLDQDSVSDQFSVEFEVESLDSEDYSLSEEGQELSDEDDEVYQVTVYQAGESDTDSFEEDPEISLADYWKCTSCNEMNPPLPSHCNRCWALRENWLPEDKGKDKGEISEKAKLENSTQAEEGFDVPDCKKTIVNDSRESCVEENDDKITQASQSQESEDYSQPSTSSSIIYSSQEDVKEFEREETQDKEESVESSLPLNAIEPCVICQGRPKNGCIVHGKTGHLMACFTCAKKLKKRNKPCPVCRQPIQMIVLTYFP
# CXCR6 block: inhibitors of human CXCR6 receptor; O00574; CHO-K1 PathHunter CXCR6 beta-arrestin, luminescence; inhibition, % at 20 µM; 360,000 tested, 0.36% active; in the data active = inhibition above about 34%, passing the limit was not always enough;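 note: antagonist mode with CXCL16 agonist at 10 nM final; 0% = 10 nM CXCL16 with DMSO and 100% = unstimulated wells without agonist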
# tim23-1 inh: tim23-1 yeast growth inhibition; S. cerevisiae tim23-1 growth, BacTiter-Glo luminescence, 24 h; inhibition, % at 20 µM; 330,000 tested, 1.3% active; AID 463212;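 active = growth inhibition of the mutant yeast at or above 50%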;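 note: temperature-sensitive mutant grown at 25 °C; plate controls were DMSO-treated mutant yeast for no effect and medium wells lacking yeast for full effect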
# XBP1 UPR activ: activators of adaptive arm of unfolded protein response (XBP1); CHO-XBP1 luciferase reporter, IRE1-XBP1 UPR activation, luminescence; percent of tunicamycin response, DMSO as zero; activation, % at 20 µM; 330,000 tested, 0.33% active; AID 463104;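 active = versus positive control, 20 µM dose yields 30% or more activation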;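 note: 100% = tunicamycin at 10 µg/mL and 0% = DMSO only wells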
#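 Test system: CHO-XBP1 luciferase reporter cells | Buffer or medium: Serum-containing F12 medium, 10% FBS | Schedule: 6 h compound exposure at 37 °C, 5% CO2 | Detection: Steady-Glo luciferase glow luminescence, 10 min after reagent addition | Read-out basis: Activation, % of tunicamycin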
# APJ antag: APJ receptor antagonism; CHO-K1 APJ beta-arrestin complementation, luminescence; inhibition, % at 20 µM; 330,000 tested, 0.32% active; P35414;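 active = inhibition above about 40% at 20 µM, limit read from the data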;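 note: cells challenged with 10 nM apelin-13 agonist together with compound; plate controls were apelin-13 plus DMSO wells for no effect and DMSO wells lacking apelin-13 for full effect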
# tim10-1 inh: tim10-1 yeast growth inhibition; S. cerevisiae tim10-1 ts strain growth, BacTiter-Glo, 24 h; inhibition, % at 20 µM; 330,000 tested, 2.2% active; AID 463190;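 active = inhibition of at least 40%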;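 note: mutant grown at 25 °C; 0% = DMSO wells with yeast and 100% = wells holding no yeast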
# TIM10 inh: growth inhibitors of TIM10 yeast strain; AID 463195; S. cerevisiae TIM10 strain growth, BacTiter-Glo luminescence, 24 h; 330,000 tested, 1.4% active; inhibition, % at 10 µM;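 active = inhibition of 40% or more at the single tested concentration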;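 note: wild-type TIM10 isogenic control strain grown at permissive 25 °C; 0% = DMSO yeast wells and 100% = minimal medium wells without yeast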
# UPR CHOP act: activators of apoptotic arm of unfolded protein response (CHOP); CHO-CHOP luciferase reporter, UPR activation, luminescence; percent of tunicamycin response over DMSO baseline; activation, % at 10 µM; 330,000 tested, 0.34% active; AID 449763;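 active = at 10 µM dose, activation of 40% or more, normalized to positive control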;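 note: 100% = tunicamycin at 10 µg/mL and 0% = DMSO alone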
#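 Assay system: CHO-CHOP cells, stable luciferase reporter of PERK-eIF2a-CHOP signalling / Buffer or medium: F12 plus 10% serum / Compound dosing: one dose, 10 µM in 0.5% DMSO / Times: 6 h compound treatment, 37 °C / Technique: luciferase luminescence / Read-out: % reporter activation, DMSO baseline versus tunicamycin full activation / Benchmarks: tunicamycin and DMSO controls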
# APJ agonist: activates the human apelin receptor APJ | P35414 | CHO-K1 APJ PathHunter beta-arrestin, luminescence; 0% DMSO wells, 100% apelin | activation, % at 20 µM | 330,000 tested, 0.11% active;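 active = activation more than six SD over the plate average, tested at 20 µM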;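 note: 0% = DMSO alone and 100% = apelin-13 at 10 nM; some results filed as inactive read as strong as hits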
#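 Test system: CHO-K1 APJ beta-arrestin complementation cell line. Amount: cell density 1000 per well. Controls: DMSO negative, 10 nM Apelin-13 positive. Signal: luminescent beta-gal fragment complementation, chemiluminescent substrate. Read-out basis: agonist-driven arrestin binding to APJ. Timing: compound stimulation 90 min at 25 °C, detection 60 min.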
# * marks the source's active call; other numbers are inactive results; nt = no result given. These rows are one share of the data; count on the stated rates, not on these rows.
SMILES,Mdm2-MdmX inh,CXCR6 block,tim23-1 inh,XBP1 UPR activ,APJ antag,tim10-1 inh,TIM10 inh,UPR CHOP act,APJ agonist
O=C(Nc1ccc(OC(F)(F)F)cc1)c1cccc(-n2cnnn2)c1,0.0,-1.3,10.7,1.2,3.6,20.9,6.8,0.1,0.5
CN(c1ccccc1C(=O)NCC1CCCO1)S(C)(=O)=O (stereo unspecified),-13.8,7.0,5.1,-0.4,-0.5,3.0,3.3,-0.2,-2.7
CCOC(=O)c1c(CSC(=N)N)n(C)c2cc(Br)c(OC(C)=O)cc12,-7.1,10.4,9.9,12.4,21.5,10.2,19.2,22.9,-1.5
CCOc1ccc(C(F)(F)F)cc1NC(=O)c1ccc(OC)c([N+](=O)[O-])c1,11.0,-2.3,12.0,-2.5,5.9,14.8,18.1,1.1,-1.4
CCOc1ccc(S(=O)(=O)NCc2ccccc2OC)cc1,23.3,-4.5,25.1,-1.9,-5.3,12.3,16.4,0.1,-0.6
COc1ccc(/C(C)=N\Nc2nc(-c3ccc(Cl)cc3)cc(C(F)(F)F)n2)cc1OC,-3.5,3.8,9.4,8.9,-0.1,19.8,22.2,1.5,-0.1
CCOc1ccc(CN2CCNC(=O)C2CC(=O)NCCCn2ccnc2)cc1 (stereo unspecified),-2.5,-0.5,5.9,0.9,11.5,10.8,-6.3,-1.4,-2.3
COc1ccc(N2CCN(C(=O)CCC(=O)N3CC(C)Oc4ccc(C)cc43)CC2)cc1 (stereo unspecified),-7.3,6.5,11.4,1.1,13.3,18.6,6.7,2.0,-3.7
COC(=O)c1cn(NC(=O)CC2CCCCC2)c(=O)c2ccccc12,-10.0,-1.4,20.8,-1.5,-7.6,15.1,8.8,1.5,17.4
O=C(CSc1nc(Nc2ccccc2)nc(N2CCOCC2)n1)Nc1ccc([N+](=O)[O-])cc1,26.7,-4.8,25.1,6.2,1.4,17.2,7.0,1.8,-3.9
NC(=O)CSc1nnc(-c2cnccn2)n1Cc1ccco1,-1.9,2.8,10.5,-5.9,10.0,4.4,7.5,0.9,-1.0
COc1ccc(CCNC(=O)CCn2c(SCC#N)nc3ccccc3c2=O)cc1OC,-21.3,2.5,-1.0,1.1,4.1,13.8,-0.3,1.5,-4.4
COc1ccc(Cl)cc1N(C(C)C(=O)O)S(C)(=O)=O (stereo unspecified),-6.0,1.0,-9.9,-0.2,10.5,1.0,9.8,0.9,-0.8
CCOc1cc2[nH]c(=O)n(CCc3ccc(OC)c(OC)c3)c(=O)c2cc1OCC,-2.2,-12.0,18.1,0.1,-14.9,8.5,7.0,0.9,9.1
ClCC1CN(Cc2ccccc2Cl)CCO1 (stereo unspecified),25.9,-5.5,-7.0,-1.8,4.4,-8.8,-2.4,-2.2,-1.5
COC(=O)c1ccc(C(=O)OC)c(NC(=O)CN(c2ccccc2)S(=O)(=O)N(C)C)c1,-8.9,-5.3,31.0,-1.2,-13.2,36.9,11.8,-1.9,-1.8
COc1ccc(Nc2ncnc3scc(-c4ccc(OC)cc4)c23)cc1,36.8,3.5,39.9,4.1,3.1,48.6*,39.1,1.2,-0.9
O=C(NCCSc1ccccc1)c1cccnc1,-36.6,-9.7,-8.7,0.1,-16.0,-15.1,-7.7,4.0,-1.2
O=C(c1cccc(Cl)c1)c1nn(-c2ccccc2)c(=O)cc1C(F)(F)F,77.3*,4.4,30.7,3.5,-1.7,35.7,16.9,2.2,-3.8
COc1cc(OC)cc(C(=O)NNC(=S)NC2CC2)c1,23.2,6.1,0.9,2.4,32.0,-1.1,17.4,-0.9,-0.9
Cc1ccc(C(C)C)c(OCCN)c1,8.7,5.0,-4.2,-2.8,12.4,-9.0,-6.7,-1.5,-2.3
CCOC(=O)c1ccc(NC(=O)CCNS(=O)(=O)c2ccc3c(c2)oc(=O)n3C)cc1,-15.6,-7.6,10.5,0.4,11.6,-6.3,4.3,-1.5,-1.0
N#CC(NC(=O)OCc1ccccc1)c1ccccc1 (stereo unspecified),7.1,-23.5,15.4,1.3,-20.1,13.8,10.0,-0.4,-3.2
O=C(Cn1cc(/C=N/NC(=O)c2cccc(C(F)(F)F)c2)c2ccccc21)Nc1ccc(F)cc1,16.5,-1.1,-2.7,-2.3,-8.4,12.5,3.4,-2.8,-2.8
Cc1ccc(NC(=O)CN(C)C(=O)c2ccccc2Sc2ccccc2C#N)cc1,2.0,1.8,25.5,-2.5,-41.4,28.8,14.1,-1.0,-7.0
CN1CCN(c2ccc(CNS(=O)(=O)c3ccc(F)cc3Cl)cc2)CC1,10.8,-0.6,-5.1,-2.7,7.3,-4.1,8.6,1.8,5.4
CCN(CC)CCNc1nc2cc(OC)c(OC)cc2c2nc(-c3ccccc3)nn12,19.4,-12.2,-0.3,-1.5,-2.5,17.9,19.0,4.7,-0.6
NC1=NC[C@H](Cc2ccc(O)cc2)N1CC1CCCCC1,4.6,-4.6,-0.2,-0.8,-46.4,-0.9,-2.5,1.0,8.5
COc1ccc(-c2nc(CSCC(=O)N3CCc4ccccc43)c(C)o2)cc1OC,6.9,-1.4,37.7,0.3,-18.1,11.1,16.4,-1.8,-3.8
Brc1ccc2c(c1)C(c1ccc(N3CCOCC3)cc1)=NNC(c1cccs1)=N2,59.4*,5.2,27.9,88.0*,18.7,29.5,31.7,2.5,-3.9

# As entered above.
# Result of Brc1ccc2c(c1)C(c1ccc(N3CCOCC3)cc1)=NNC(c1cccs1)=N2 under APJ antag: 18.7
# Result of N#CC(NC(=O)OCc1ccccc1)c1ccccc1 (stereo unspecified) under CXCR6 block: -23.5
# Result of COc1cc(OC)cc(C(=O)NNC(=S)NC2CC2)c1 under tim10-1 inh: -1.1
# Result of COC(=O)c1ccc(C(=O)OC)c(NC(=O)CN(c2ccccc2)S(=O)(=O)N(C)C)c1 under tim23-1 inh: 31.0

# In the list so far, 2 contain a thiophene ring, fused or not.
SMILES,Mdm2-MdmX inh,CXCR6 block,tim23-1 inh,XBP1 UPR activ,APJ antag,tim10-1 inh,TIM10 inh,UPR CHOP act,APJ agonist
COc1ccc(Nc2ncnc3scc(-c4ccc(OC)cc4)c23)cc1,36.8,3.5,39.9,4.1,3.1,48.6*,39.1,1.2,-0.9
Brc1ccc2c(c1)C(c1ccc(N3CCOCC3)cc1)=NNC(c1cccs1)=N2,59.4*,5.2,27.9,88.0*,18.7,29.5,31.7,2.5,-3.9

# Following part:
SMILES,Mdm2-MdmX inh,CXCR6 block,tim23-1 inh,XBP1 UPR activ,APJ antag,tim10-1 inh,TIM10 inh,UPR CHOP act,APJ agonist
Cc1ccc(NS(=O)(=O)c2cccc3cccnc23)cc1Cl,15.7,6.9,10.0,0.6,1.3,5.2,7.2,-1.3,-2.3
Cc1ccc(OS(=O)(=O)c2c(C)nn(C)c2Cl)c(C)c1,8.4,5.0,8.4,-3.8,9.4,-11.9,-4.1,1.1,4.2
COc1ccc(CNC(=O)C(C)N=C2NS(=O)(=O)c3ccccc32)cc1OC (stereo unspecified),-15.6,-5.9,-2.8,-0.7,8.5,10.5,-2.8,-2.7,-2.7
Cc1ccc(C)c(NC(=O)COC(=O)CCCN=C2NS(=O)(=O)c3ccccc32)c1,18.0,2.8,3.7,-1.2,-9.3,2.4,-1.0,2.9,-0.5
CC(=O)c1ccc(N2CCN(C(=O)c3cc(-c4ccncc4)nc4ccc(Br)cc34)CC2)cc1,57.8*,-10.3,-29.7,-5.6,-4.1,-2.9,11.0,10.1,9.8
Oc1ccc(/C=N/N2CCN(Cc3ccccc3)CC2)cc1,20.2,8.5,13.9,-1.7,7.3,9.6,-3.9,2.1,-1.6
O=C(CSc1ncnc2c(-c3ccc(Cl)cc3)nsc12)c1ccccc1,-29.6,-4.5,9.8,-0.1,13.5,-12.9,-12.8,3.3,2.0
N#CC(C#N)=C1C(=O)N(CCN2CCCCC2)c2ccccc21,-7.6,9.3,9.6,-2.4,-12.2,7.9,15.7,-0.7,1.6
COc1ccc(CCNC(=O)CCn2c(SCC(=O)N3CCCC3)nc3ccccc3c2=O)cc1OC,12.9,-16.1,-18.5,0.2,16.9,-9.7,13.6,-1.1,-0.2
COCC1CCCN(Cc2cn(-c3ccccc3F)nc2-c2cc(C)sc2C)C1 (stereo unspecified),-0.4,-3.9,16.4,0.0,6.6,10.0,-8.9,3.8,-2.5
CCOC(=O)c1c(NC(=O)CCNCc2ccco2)sc2c1CCC2,19.6,nt,22.8,-1.8,-5.2,22.7,17.6,-2.0,-1.1
COc1ccc(OC)c(-c2nn(-c3ccccc3)cc2C(=O)NCC2CCCO2)c1 (stereo unspecified),-14.8,3.1,12.6,-3.3,10.6,13.2,3.5,-0.4,-5.3
COc1ccc(N=C2C(=O)Nc3ccc(C)c(Br)c32)cc1,4.9,82.2*,21.2,-0.8,89.4*,18.0,21.0,5.2,-18.6
CCC(C)N=C1Sc2nc3ccc(C)cc3cc2CN1CCOC (stereo unspecified),-21.5,-14.3,41.5,-2.5,8.5,18.4,14.4,1.6,1.8
COc1cccc(NC(=O)CN(C)C(=O)c2oc3c(ccc4ccccc43)c2C)c1,8.1,-11.3,11.8,-3.0,6.8,-4.0,-11.3,1.2,3.6
CCS(=O)(=O)N1CCC(c2nc(-c3ccc(C)cc3)no2)CC1,-39.4,2.5,23.4,2.8,-18.7,23.0,7.9,1.6,3.4
O=C(Nc1cccc2ccccc12)NC(Cc1ccccc1)C(=O)O (stereo unspecified),-24.9,-3.0,18.3,1.5,19.2,-15.6,7.9,0.4,-4.0
COC(=O)C1=C(C)N(Cc2cccnc2)C(=O)C1,11.3,-6.3,14.6,-0.6,2.9,4.6,-10.5,-1.4,-1.3
Cc1cc(C(=O)OCC(=O)Nc2cc(S(=O)(=O)N3CCOCC3)ccc2Cl)c(C)o1,18.6,-0.8,11.5,-1.0,10.9,25.5,32.0,-1.7,-2.8
COc1cccc(CNC(=O)C(Cc2ccccc2)n2cccc2)c1 (stereo unspecified),12.9,7.9,20.2,0.3,-6.9,11.6,-1.9,0.8,-2.1
Cc1nc(N)c(C#N)c(-c2ccc3c(c2)OCO3)c1C,38.2,0.1,1.1,3.2,7.3,3.0,6.5,0.3,-2.0
O=S(=O)(c1ccc2[nH]c3c(c2c1)CCCC3)N1CCCCC1,32.4,2.5,48.8,-2.6,9.5,40.1*,41.3*,1.4,1.8
Cc1nc(SCC(=O)NCCN2C(=O)CSC2=O)nc(C)c1C,7.8,-6.6,-12.1,0.4,-4.5,-19.1,-12.1,0.3,-0.9
CCn1c(=O)c2sccc2n(Cc2ccccc2)c1=O,8.1,4.1,21.7,-2.5,-1.2,13.9,19.9,1.8,2.8
O=C(CN1CCOCC1)Nc1ccc(N2CCN(c3ccccc3)CC2)c(F)c1,5.9,-10.2,18.1,-1.4,-0.1,12.7,16.7,0.6,-2.8
CC1(C)Cc2ccccc2C(=NC(Cc2ccccc2)C(=O)O)N1 (stereo unspecified),7.7,2.4,-7.1,-4.2,10.0,-33.9,-10.6,-0.4,1.5
